Vif-A3F inh = inhibitors of Vif-A3F interaction; Potency, µM (top dose mostly 46.1 µM), for inactives: at the highest dose activity, negative = active; HeLa A3F-eYFP + Vif (tagged APOBEC3F with the HIV-1 protein that degrades it), YFP fluorescence increase; AID 602313; actives 0.2% (n = 390,000); further: potency means the concentration at half of the fitted maximal effect; % of control where 0% means no effect; nearly all actives have a fitted effect of over 65% in size
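HeLa cells stably expressing A3F-eYFP plus Vif, plated and incubated overnight at 37 deg C, then exposed to compounds overnight at 37 deg C. Blocked degradation read as raised yellow fluorescence (Ex 488/Em 500-530).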
ERG-DNA inh = blocks human ERG Ets domain binding to DNA. P11308. fluorescence polarization, His-ERG Ets domain / labelled DNA. Potency, µM (series often up to 76.9 µM), inactives show at the top dose FP activity, negative = inhibition, hits mostly inhibitors. actives 0.028% (n = 370,000); active means well fitted inhibition curve with a large enough effect in the polarisation, with a control signal flat; inconclusive means small, poorly fitted or top-dose-only effect, or effect the other way, or a change in a side signal; inactive means no such curve, though single readings can be large or run the other way; the % refers to the polarisation;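 further: polarization taken with two DNA probes labelled with fluorescein and Texas red; potency means the concentration at half of the fitted maximal effect; % of control where 0% means no effect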
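His-tagged ERG Ets domain (1 uM in the protein solution; 300mM KCl, 50mM Tris-HCl, 1mM EDTA, 1mM DTT, pH 7.5) received compound, then a probe mix of 5 nM fluorescein-DNA and 100nM Texas-615-DNA. Fluorescence polarization was read for both dyes.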
D2 antag = antagonists of human D2 dopamine receptor | AID 485344 | HEK293 TREx D2 cells, calcium flux, dopamine EC80 | inhibition, % at 10 µM | P14416 | actives 2% (n = 340,000); in the data active means inhibition above about 30%; further: 0% is about no effect
Target sequence (P14416 whole entry, looked up): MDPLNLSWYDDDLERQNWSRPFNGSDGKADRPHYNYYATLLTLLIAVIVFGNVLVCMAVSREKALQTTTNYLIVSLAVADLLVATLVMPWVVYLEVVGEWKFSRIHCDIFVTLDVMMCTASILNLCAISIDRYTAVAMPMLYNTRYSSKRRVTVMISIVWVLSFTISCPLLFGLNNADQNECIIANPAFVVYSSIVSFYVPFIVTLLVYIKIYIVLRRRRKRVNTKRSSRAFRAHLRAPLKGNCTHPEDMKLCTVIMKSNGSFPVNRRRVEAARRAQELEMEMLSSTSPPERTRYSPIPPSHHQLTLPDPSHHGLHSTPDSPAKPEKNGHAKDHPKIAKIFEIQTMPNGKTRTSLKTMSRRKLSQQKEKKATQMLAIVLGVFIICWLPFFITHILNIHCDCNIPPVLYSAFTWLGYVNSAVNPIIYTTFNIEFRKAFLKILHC
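Compounds are added to dye-loaded, induced HEK293 T-REx cells coupled to calcium release via D2; after a 3 min kinetic read an EC80 dopamine stimulus is given and fluorescence is recorded for 3 more min.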
LDHA block = inhibitors of human lactate dehydrogenase A; P00338; purified LDHA, NADH/diaphorase-resazurin fluorescence; hits give low values; activity change, % (values are at about 110 or 230 µM); actives 0.15% (n = 480,000); AID 1347041; in the data active means activity change below about -30%; inconclusive means mostly about -25% to -30%;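 further: plate controls were DMSO wells for no effect and wells without enzyme for full effect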
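LDH5 2 nM; NADH 0.06 mM, pyruvate 0.2 mM; 200 mM Tris pH 7.4, EDTA, Tween-20; 5 min RT. Detection: diaphorase 0.133 mg/mL + resazurin 37 µM, fluorescence ex540/em590 at 0 and 20 min; normalized to enzyme-free and DMSO wells.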
GRP78 ERSR act = ER stress response induction in glioma; Potency, µM, inactives show at the top dose activation, actives largely listed as activators; U87-MG GRP78 promoter luciferase reporter, 16 h; AID 602332; actives 0.02% (n = 420,000); further: potency means the concentration at half of the fitted maximal effect; series mostly up to about 76 µM; % of control where 0% means no effect; nearly all actives have a fitted effect of over 35% in size
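Stably transfected U87-MG human glioma cells carrying a GRP78-based luminescent sensor were seeded at 1000 cells/well, pin-dosed with compounds and incubated 16 h. Luciferase reagent was then added, and end-point luminescence was read after 10 min at room temperature.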
Vif-APOBEC3G blk = Vif-A3G binding inhibition | HeLa A3G-eYFP + Vif (tagged APOBEC3G with the HIV-1 protein that degrades it), YFP fluorescence, overnight | actives 0.076% (n = 410,000) | Potency, µM (titrated, usually from 46.1 µM), inactives show at the highest dose activity, negative = active, actives largely listed as inhibitors | Q9HC16;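 further: potency means the concentration at half of the fitted maximal effect; on the % scale 0 is the no-effect control and ±100 the full control effect; nearly all actives have a fitted effect of over 60% in size; hits raise eYFP signal because A3G escapes Vif-driven loss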
Target sequence (Q9HC16 whole entry, looked up): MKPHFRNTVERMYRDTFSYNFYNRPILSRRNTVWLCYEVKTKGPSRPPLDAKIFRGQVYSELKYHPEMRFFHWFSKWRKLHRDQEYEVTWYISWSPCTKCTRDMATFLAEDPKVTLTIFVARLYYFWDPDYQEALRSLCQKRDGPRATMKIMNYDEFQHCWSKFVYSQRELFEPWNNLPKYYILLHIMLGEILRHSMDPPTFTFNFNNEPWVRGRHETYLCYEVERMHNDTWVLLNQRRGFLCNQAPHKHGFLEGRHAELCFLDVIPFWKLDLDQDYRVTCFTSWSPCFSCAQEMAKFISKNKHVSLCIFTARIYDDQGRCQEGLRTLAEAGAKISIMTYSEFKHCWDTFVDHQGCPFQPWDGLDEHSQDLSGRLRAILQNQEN
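HeLa cells stably expressing Vif and C-terminally eYFP-tagged A3G, seeded overnight at 37 deg C, then exposed to compound by pintool overnight at 37 deg C. Rise in yellow fluorescence (Ex 488/Em 500-530, Acumen) marks blocked Vif-driven A3G degradation.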
RGS4 inh = human RGS4 inhibition. Transcreener GDP fluorescence polarization, RGS4-accelerated GTP hydrolysis. Potency, µM (titrated, usually from 114 µM), for the others: at the top dose activity change, negative = inhibition, hits mostly inhibitors. actives 0.039% (n = 390,000). AID 504845; further: potency means the concentration at half of the fitted maximal effect; on the % scale 0 is the no-effect control and ±100 the full control effect; nearly all actives have a fitted effect of over 75% in size; some results filed as inactive show a strong effect at the top dose
Target sequence (P49798 whole entry, looked up): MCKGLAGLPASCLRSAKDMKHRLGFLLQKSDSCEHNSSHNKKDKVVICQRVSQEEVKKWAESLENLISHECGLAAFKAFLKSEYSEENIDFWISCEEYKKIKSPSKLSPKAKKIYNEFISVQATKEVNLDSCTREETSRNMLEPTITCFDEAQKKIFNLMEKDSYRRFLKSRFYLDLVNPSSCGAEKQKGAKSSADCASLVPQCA
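MLSMR compounds (23 nl, pin-transferred) preincubated 10 min at room temperature with a 500nM (2x) first reagent, then RGS4 at 900nM (2x) plus Transcreener GDP mix added; fluorescence polarization (620/688 nm) read before and after 90 min at 30 °C.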
D2 ag = D2 dopamine receptor (human) agonism | P14416 | HEK293 T-REx D2 cells, calcium flux agonist mode | activation, % at 2 µM | actives 0.53% (n = 340,000) | AID 485358;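 active means activation over 3 SD above normal in the single-dose calcium agonist read, cut at about 30% in these data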; further: 0% is about no effect
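Tetracycline-induced HEK293 Trex cells with D2 receptor force-coupled to calcium signaling, plated overnight at 30 C and loaded with no-wash calcium dye. Calcium flux read kinetically for 180 s after compound addition; responses flag agonists.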
ALOX12 inh = blocks human arachidonate 12S-lipoxygenase | purified 12hLO, xylenol orange hydroperoxide absorbance | Potency, µM (top dose mostly 108 µM), inactives show top-dose activity change, negative = inhibition, most hits filed as inhibitors | actives 1.1% (n = 580,000) | AID 1671190; further: potency means the concentration at half of the fitted maximal effect; on the % scale 0 is the no-effect control and ±100 the full control effect
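Purified human 12hLO at 150 nM in 25 mM Hepes, 0.01% Triton X-100, pH 7.0, preincubated 15 min at room temperature with compound. Reaction started with 40 uM arachidonic acid, 30 min at room temperature. Hydroperoxide measured by Fe-xylenol orange, 573/405 nm absorbance ratio.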
Numbers without * were called inactive; ? = inconclusive; . = no result given; & = joins results of further samples; [ ] = dose if it differs, or a comment. Unless noted, the call rests on the fitted dose curve; in most records, active means well fitted curve in the direction sought with a large enough effect; inconclusive means small, poorly fitted or top-dose-only effect, or another doubt; inactive means no such curve, though single readings can be large; an effect the other way counts as inactive or inconclusive. A portion of the library; count on the stated rates, not on these rows.

SMILES | Vif-A3F inh | ERG-DNA inh | D2 antag | LDHA block | GRP78 ERSR act | Vif-APOBEC3G blk | RGS4 inh | D2 ag | ALOX12 inh
CC(CNC(=O)Cn1ccc2cc(S(=O)(=O)N3CCCCCC3)ccc21)c1ccccc1 (configuration not stated) | 2% | 9% | . | -4 | -1% | -1% | -16% | 1.8 | ?
Cc1cccc(NC(=O)/C(C#N)=C/c2cn(CC(=O)NCc3ccco3)c3ccccc23)c1 | -7% | 3% | 2 | 3 | 11% | -15% | -12% | 1.2 | ?
O=C(CSc1nc2ccccc2c(=O)n1Cc1ccco1)NCCN1C(=O)CSC1=O | ? | 15% | -12 | -3 | -1% | 0% | 22% | -2.2 | -1%
CCOC(=O)c1c(NC(=O)C(=O)N/N=C(\C)c2ccc(OC)cc2)sc2c1CCCCC2 | 8% | -1% | 1 | 1 | -2% | -1% | 19% | 1.0 | 13%
COc1cccc(C(=O)NCCNC(=O)c2cnccn2)c1 | -13% | 4% | 20 | -5 | -5% | 1% | 16% | 0.0 | 11%
CCCCN1C(=O)C(=O)N(CC(=O)Nc2ccccc2C(=O)OCC)C1=O | -4% | -2% | 7 | -2 | 2% | -23% | -26% | -1.1 | 6%
CCOC(=O)C1(CCCc2ccccc2)CCN(C(=O)c2ccoc2)CC1 | 2% | -1% | 9 | -1 | 0% | 1% | -19% | -1.1 | -8%
COc1ccc(C(C)(O)c2nc(-c3ccc4c(c3)OCO4)cs2)cc1 (configuration not stated) | . | . | . | -5 | -2% | -8% | . | . | -19%
Cc1cccc(OCC(=O)Nc2ccccc2-c2ccccc2)c1 | -8% | . | -4 | 3 | -2% | -8% | -19% | 1.5 | 0%
CCC(C)NS(=O)(=O)c1ccc(NC(=O)C2CCN(C(=O)c3ccco3)CC2)cc1 (configuration not stated) | 11% | -1% | 7 | -3 | 1% | 2% | -40% | 0.4 | ?
CN(CC(=O)Nc1ccccc1Br)C(=O)CN1CCN(c2ccccc2Cl)CC1 | -11% | 7% | 30 | 0 | -2% | -2% | 10% | 0.1 | -1%
Cc1ccccc1Nc1n[nH]c(C)c1[N+](=O)[O-] | -16% | 6% | -13 | 2 | 3% | -3% | 10% | 2.0 | -6%
CN(C)CCCN(C(=O)C1COc2ccccc2O1)c1nc2cc3c(cc2s1)OCO3 (configuration not stated) | -6% | -13% | 23 | 1 | -7% | 3% | 3% | 0.6 | 24%
CCCCCCc1cc2cc(-c3nnc(-c4cc(OC)c(OC)c(OC)c4)o3)c(=O)oc2cc1O | ? | 1% | 0 | -11 | -3% | ? | 20% | 0.3 | .
O=C(NCC(c1cccnc1)N1CCN(c2ccc(F)cc2)CC1)C1CCCCC1 (configuration not stated) | 0% | -1% | 2 | -3 | 1% | 1% | -24% | -0.2 | 0%
C/C(=C\c1ccco1)C1C(C#N)=C(N)Oc2n[nH]c(-c3ccc(C)cc3)c21 (configuration not stated) | -8% | . | -4 | 1 | 1% | -11% | -22% | -1.0 | ?
COc1cc(/C=N/Nc2ccccc2[N+](=O)[O-])cc(OC)c1O | -15% | 5% | -17 | 1 | -7% | -2% | -15% | -5.6 | -22%
Cc1oc(C(=O)O)cc1COc1cccc2ccccc12 | 2% | 15% | -5 | 0 | -2% | -12% | 20% | -1.5 | 0%
COCCNC(=O)CN1CCCCCC1 | -12% | 8% | -16 | -9 | -3% | 0% | 14% | 0.6 | -16%
Cc1ccc(SCC(=O)Nc2ccc3oc(-c4ccccc4C)nc3c2)cc1 | . | -3% | . | 2 | . | . | 0% | 0.8 | -20%
CC1(C)CC(=O)CC(=NCC(=O)O)C1 | -10% | . | -9 | -3 | -2% | 1% | 6% | 1.0 | -3%
COc1ccc(CNS(=O)(=O)c2ccc(F)c(C(=O)Nc3ccc(OC)cc3)c2)cc1 | 2% | 5% | -5 | -5 | -1% | -1% | -14% | -1.1 | 10%
COc1ccc2cc(CN(CC3CCCO3)S(=O)(=O)c3ccccc3Cl)c(=O)[nH]c2c1 (configuration not stated) | -2% | . | 20 | -3 | -3% | -6% | -10% | 0.0 | -5%
CCOC(=O)N1CCN(C(=O)CNS(=O)(=O)c2c(C)cc(C)cc2C)CC1 | -16% | 4% | -5 | -5 | -2% | 0% | -8% | -0.4 | 5%
Cc1cc(C)n(-c2nc3ccccc3c(=O)n2OCc2ccc(F)cc2)n1 | -3% | 1% | 0 | -1 | 2% | -5% | -16% | -0.5 | -22%
Cc1cccc(NC(=O)CCc2nnc3ccc(N4CCC(C)CC4)nn23)n1 | 0% | -12% | -5 | -4&-21 | -2% | 0% | -9% | 0.0 | 28%
CCN(CC(N)=O)S(=O)(=O)c1ccc(F)cc1 | 5% | -10% | 6 | -1 | -3% | 14% | 20% | 0.9 | 2%
CC(C)(C)OC(=O)NC1CNNC1=O (configuration not stated) | -6% | 1% | -18 | -2 | -4% | 4% | -25% | -0.9 | 2%
O=C(O)/C=C/C(=O)N(Cc1ccc2c(c1)OCO2)C1CC(=O)N(CCc2ccccc2)C1=O (configuration not stated) | 8% | 2% | -17 | -7 | -2% | -1% | 32%[56.9 µM] | 2.7 | -11%
COCc1c(C(=O)N/N=C(\C)c2ccncc2)nnn1-c1nonc1N | -7% | 5% | 0 | -7 | -2% | -1% | 9% | 1.3 | 48%[activator]
CC(=O)OCCc1[nH]c2ccccc2c1C | 5% | -10% | -13 | 0 | -3% | -4% | -16% | 1.2 | -12%
Cc1ccccc1-n1c(SCc2csc(Nc3ccccc3)n2)nnc1-c1cccnc1 | 8% | -10% | 9 | -2 | -7% | 0% | -15% | -0.3 | -13%
Cc1noc(C)c1CSCC(=O)N(C)CC(=O)Nc1cccc(F)c1 | -5% | 7% | 15 | 0 | -5% | 1% | 12% | 1.0 | 1%
Cc1ccccc1-c1nc(C(=O)NCC2CCCO2)cc2c1[nH]c1ccccc12 (configuration not stated) | 0% | -4% | -7 | -3 | 0% | -1% | -16% | 0.4 | -8%
Cc1c(O)c2ccccc2n(-c2ccccc2)c1=O | 11% | -2% | . | 6 | -5% | 3% | -40% | . | 99%[activator]
CCCCn1c(SCC(=O)OCC)nc2c(sc(=S)n2-c2ccccc2OC)c1=O | -18% | 2% | . | -2 | -7% | -1% | -27% | . | 2%
CC1(C)NC(=O)N(c2ccccc2Cl)C1(C)NO (configuration not stated) | -1% | 10% | 8 | 3 | -2% | -10% | 3% | 0.4 | -12%
CCOc1ccc(CCNC(=O)COC(=O)Cn2nc(C)c([N+](=O)[O-])c2C)cc1OCC | 0% | 4% | 1 | 1 | -5% | 0% | -21% | -0.1 | 4%
Cc1ccc2nc(NC(=O)C3=NN(c4ccccc4)C(=O)CC3)sc2c1 | -11% | 0% | 9 | 0 | 3% | -1% | 8% | -0.3 | ?
COc1ccccc1Nc1nc(NCC2CCCO2)c2ccccc2n1 (configuration not stated) | 7% | -10% | -1 | -1 | -5% | 3% | ? | 0.9 | ?
CCOc1ccc(-c2cc(C(=O)NCCCOC)c3c(-c4ccc(CC)cc4)[nH]nc3n2)cc1 | -6% | -1% | . | -18 | -1% | 0% | -14% | -0.1 | ?
COc1c(O)cc(O)c2c(=O)cc(-c3ccccc3)oc12 | 2% | 13% | . | 8 | 0% | -3% | -6% | . | 2%
O=C(NC1CCCCC1)C1CC(=O)N(c2cccc([N+](=O)[O-])c2)C1 (configuration not stated) | 0% | 11% | 6 | -6 | -4% | 5% | -1% | -0.2 | 12%
N#C/C(=C\c1cccnc1)C(=O)Nc1cccc(Cl)c1 | ? | 37%[activator] | 3 | 6 | 0% | -3% | -11% | -1.8 | -16%
CC[C@]12c3[nH]c4cc(-c5ccco5)ccc4c3CCN1C(=O)[C@@H](CC(=O)NCCCn1ccnc1)C[C@@H]2C(=O)N1CCN(C(=O)c2ccco2)CC1 | 8% | 3% | . | -11 | 1% | 6% | -27% | . | ?
CC(=O)OCC1=C(C(=O)O)N2C(=O)C(NC(=O)c3ccc(COc4cccc(Cl)c4Cl)o3)C2SC1 (configuration not stated) | 1% | -15% | 5 | -3 | -3% | -2% | ? | -0.3 | 4%
Cc1cc2cc(CN(Cc3ccc4c(c3)OCO4)Cc3nnnn3C3CCCC3)c(=O)[nH]c2cc1C | 3% | -18% | -15 | -1 | -5% | -4% | -5% | 0.1 | -3%
COc1ccc(C(CCN2CCCC(C)C2)c2c(OC)cc(OC)c3c(-c4ccccc4)cc(=O)oc23)cc1 (configuration not stated) | ? | -16% | -13 | 3 | 1%&-3% | -8%&5% | 0%&-17% | 3.9 | ?
CCOc1ccc(CNc2ccc(N3CCN(Cc4ccccc4)CC3)cc2)cc1 | -27% | -2% | 59* | 2 | -1% | -1% | -9% | 0.0 | -11%
CCOC(=O)c1c(NC(=O)C(=O)N/N=C/c2ccccc2O)sc2c1CCCCC2 | -5% | 10% | 10 | -11 | -4% | 0% | 2% | 2.6 | -14%

Assay outcomes (PubChem BioAssay)
